Source: PubChem (National Center for Advancing Translational Sciences (NCATS))
POLH inh – DNA polymerase eta (human) inhibition | Potency, µM (doses to about 114 µM), inactives show at the highest dose activity change, negative = inhibition, usual class: inhibitors | 390,000 compounds, 1.2% hits | Q9Y253 | recombinant Pol eta, fluorescent DNA replication assay; also: potency is read from the fitted curve at half-maximal effect; % is scaled to controls: 0 for no effect and ±100 for the full control effect
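Pol eta at 10 nM preincubated with compounds 15 min at room temperature; reaction started with fluorescent substrate (50 nM final) and read kinetically at 0 and 10 min.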
Apoferritin bind – binds horse apoferritin like a general anesthetic; apoferritin/1-aminoanthracene competitive binding, fluorescence; AID 485281; 350,000 compounds, 0.074% hits; Potency, µM (highest dose often 77.5 µM), for the others: at the top dose activity change, negative = displacement, most hits filed as inhibitors; P02791; also: potency is read from the fitted curve at half-maximal effect; % is scaled to controls: 0 for no effect and ±100 for the full control effect; nearly all actives have a fitted effect of over 20% in size
Target sequence (P02791 2-175 limits assumed): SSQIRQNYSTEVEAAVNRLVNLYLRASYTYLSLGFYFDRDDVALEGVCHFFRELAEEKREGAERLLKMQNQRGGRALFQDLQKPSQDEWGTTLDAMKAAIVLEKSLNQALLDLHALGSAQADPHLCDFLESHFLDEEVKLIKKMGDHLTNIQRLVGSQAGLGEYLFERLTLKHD
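Concentration-response curves derived by four-parameter Hill fitting of normalized fluorescence, where compounds displaced 1-AMA from 10 uM horse apoferritin following a brief 10 min room-temperature incubation; propofol titration acted as positive control.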
ERG-DNA inh – blocks human ERG Ets domain binding to DNA; P11308; fluorescence polarization, His-ERG Ets domain / labelled DNA; Potency, µM (highest dose often 76.9 µM), for inactives: at the top dose FP activity, negative = inhibition, actives largely listed as inhibitors; 370,000 compounds, 0.028% hits; AID 624246; active = well fitted inhibition curve with a large enough effect in the polarisation, with a control signal flat; inconclusive = small, poorly fitted or top-dose-only effect, or effect the other way, or a change in a side signal; inactive = no such curve, though single readings can be large or run the other way; the % refers to the polarisation;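 also: polarization taken with two DNA probes labelled with fluorescein and Texas red; potency is read from the fitted curve at half-maximal effect; % of control where 0% means no effect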
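His-tagged ERG Ets domain (1 uM in the protein solution; 300mM KCl, 50mM Tris-HCl, 1mM EDTA, 1mM DTT, pH 7.5) received compound, then a probe mix of 5 nM fluorescein-DNA and 100nM Texas-615-DNA. Fluorescence polarization was read for both dyes.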
RGS4 inhibitor – human RGS4 inhibition; Transcreener GDP fluorescence polarization, RGS4-accelerated GTP hydrolysis; Potency, µM (highest dose often 114 µM), inactives show at the top dose activity change, negative = inhibition, actives largely listed as inhibitors; 390,000 compounds, 0.039% hits; AID 504845; also: potency is read from the fitted curve at half-maximal effect; % is scaled to controls: 0 for no effect and ±100 for the full control effect; nearly all actives have a fitted effect of over 75% in size; some results filed as inactive show a strong effect at the top dose
Target sequence (P49798 whole entry, looked up): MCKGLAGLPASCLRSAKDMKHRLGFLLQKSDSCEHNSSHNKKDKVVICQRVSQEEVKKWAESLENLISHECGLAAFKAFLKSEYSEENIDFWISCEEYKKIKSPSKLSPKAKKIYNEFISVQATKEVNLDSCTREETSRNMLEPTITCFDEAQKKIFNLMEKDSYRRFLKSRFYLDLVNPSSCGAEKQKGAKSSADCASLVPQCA
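MLSMR compounds (23 nl, pin-transferred) preincubated 10 min at room temperature with a 500nM (2x) first reagent, then RGS4 at 900nM (2x) plus Transcreener GDP mix added; fluorescence polarization (620/688 nm) read before and after 90 min at 30 °C.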
LDHA inh – inhibitors of human lactate dehydrogenase A; 480,000 compounds, 0.15% hits; purified LDHA, NADH/diaphorase-resazurin fluorescence; hits give low values; activity change, % (values are at about 110 or 230 µM); in the data active = activity change below about -30%; inconclusive = mostly about -25% to -30%;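 also: plate controls were DMSO wells for no effect and wells without enzyme for full effect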
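LDH5 2 nM; NADH 0.06 mM, pyruvate 0.2 mM; 200 mM Tris pH 7.4, EDTA, Tween-20; 5 min RT. Detection: diaphorase 0.133 mg/mL + resazurin 37 µM, fluorescence ex540/em590 at 0 and 20 min; normalized to enzyme-free and DMSO wells.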
POLK inh – DNA polymerase kappa (human) inhibition; Potency, µM (doses to about 107 µM), inactives show at the top dose activity, negative = inhibition, hits mostly inhibitors; purified Pol kappa, fluorescent DNA synthesis assay, 10 min; Q9UBT6; 400,000 compounds, 0.53% hits; also: potency is read from the fitted curve at half-maximal effect; % is scaled to controls: 0 for no effect and ±100 for the full control effect
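Readout: fluorescence, taken kinetically at 0 and 10 min. Conditions: 10 nM Pol kappa, 15 min RT compound preincubation, 50 nM substrate final. Controls: enzyme-free buffer wells.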
POLB inh – blocks human DNA polymerase beta activity. Potency, µM (doses to about 114 µM), without a hit: at the highest dose activity change, negative = inhibition, usual class: inhibitors. AID 485314. 340,000 compounds, 1.3% hits. Pol beta primer extension/strand displacement, fluorescence kinetic. P06746; also: potency is read from the fitted curve at half-maximal effect; % is scaled to controls: 0 for no effect and ±100 for the full control effect
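Homogeneous kinetic assay of primer extension and strand displacement by 10 nM Pol beta, preincubated 15 min at room temperature with compound before 50 nM substrate (final) was added. Read at 0 and 10 min; four-parameter Hill fit.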
APEX1 inh – blocks human APE1 abasic DNA cleavage. P27695. recombinant APE1, TAMRA/BHQ-2 abasic DNA cleavage fluorescence. Potency, µM (titrated, usually from 65.8 µM), without a hit: at the top dose activity change, negative = inhibition, actives largely listed as inhibitors. 350,000 compounds, 0.35% hits;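 also: potency is read from the fitted curve at half-maximal effect; plate controls were vehicle for no effect and reference inhibitor for full effect; nearly all actives have a fitted effect of over 55% in size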
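Step 1: APE1 (0.75 nM) with compound, 15 min RT. Step 2: add 50 nM fluorophore/quencher THF duplex. Step 3: three fluorescence reads 60 s apart (525/598 nm); read 3 minus read 1 = reaction progress.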
ALOX12 inh – inhibitors of human 12S-lipoxygenase ALOX12 | P18054 | purified 12hLO, xylenol orange hydroperoxide absorbance | Potency, µM (highest dose often 108 µM), for inactives: at the highest dose activity change, negative = inhibition, usual class: inhibitors | 580,000 compounds, 1.1% hits | AID 1671190; also: potency is read from the fitted curve at half-maximal effect; % is scaled to controls: 0 for no effect and ±100 for the full control effect
Target sequence (P18054 whole entry, looked up): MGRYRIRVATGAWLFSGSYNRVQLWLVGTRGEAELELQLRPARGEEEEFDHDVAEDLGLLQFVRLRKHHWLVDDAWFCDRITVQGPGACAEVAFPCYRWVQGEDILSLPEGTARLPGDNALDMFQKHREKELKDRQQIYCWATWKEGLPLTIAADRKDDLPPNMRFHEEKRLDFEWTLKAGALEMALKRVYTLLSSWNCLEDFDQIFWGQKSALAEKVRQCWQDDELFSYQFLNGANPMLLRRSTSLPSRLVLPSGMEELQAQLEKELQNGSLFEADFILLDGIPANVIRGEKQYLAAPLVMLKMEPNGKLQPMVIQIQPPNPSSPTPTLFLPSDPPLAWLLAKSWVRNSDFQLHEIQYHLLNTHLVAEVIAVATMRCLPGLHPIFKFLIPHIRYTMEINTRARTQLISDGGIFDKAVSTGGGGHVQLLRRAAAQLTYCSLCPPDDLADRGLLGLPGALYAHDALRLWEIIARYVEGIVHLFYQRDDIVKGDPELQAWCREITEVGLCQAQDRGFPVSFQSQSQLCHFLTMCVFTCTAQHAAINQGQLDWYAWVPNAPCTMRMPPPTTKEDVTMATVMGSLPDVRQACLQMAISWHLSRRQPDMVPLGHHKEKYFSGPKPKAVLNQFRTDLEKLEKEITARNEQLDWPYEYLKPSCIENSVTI
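Hydroperoxide product was detected by ferrous iron/xylenol orange as the 573 to 405 nm absorbance ratio. Arachidonic acid at 40 uM (final) was turned over for 30 min at room temperature by 150 nM human 12hLO, pH 7.0 Hepes buffer, after 15 min compound preincubation.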
Starred values were filed as active, the others as inactive; ? = inconclusive; · = no result given; & = joins results of further samples; [ ] = dose if it differs, or a comment. Unless noted, calls follow the shape of the dose curve; as a rule, active = well fitted curve in the direction sought with a large enough effect; inconclusive = small, poorly fitted or top-dose-only effect, or another doubt; inactive = no such curve, though single readings can be large; an effect the other way counts as inactive or inconclusive. The list is partial. The share of hits here may be higher or lower than overall.

Structure,POLH inh,RGS4 inhibitor,ALOX12 inh,Apoferritin bind,APEX1 inh,POLB inh,ERG-DNA inh,LDHA inh,POLK inh
O=C(/C=C/c1c(F)cccc1Cl)N1CCc2ccccc2C1,-10.4%,1.5%,5.62µM*,?,-10.7%,-4.4%,-4.6%,-1.1,-0.8%
CCOC(=O)c1c(NC(C)=O)c2c3c(sc2n1Cc1nc(-c2cccc(Cl)c2)oc1C)CCCC3,·,19.8%,-15.7%,7.7%,·,9.0%,2.2%,-3.4,-18.3%
O=C(COc1nsnc1N1CCOCC1)Nc1cccc(Cl)c1,-16.5%,2.0%,11.1%,-4.0%,4.3%,-0.4%,5.5%,-3.1,-17.6%
COC(=O)c1ccc(NC(=O)c2ccccc2)o1,-6.3%,-23.6%,14.9%,-14.0%,-6.9%,?,3.5%,1.5,-5.1%
CCCCOc1ccc([N+](=O)[O-])cc1C(=O)O,-2.1%,27.9%,-3.9%,-2.0%,-2.8%,23.1%,-1.9%,2.0,-9.8%
COc1ccc(/C=C(\NC(=O)c2ccc(OC)cc2)C(=O)Nc2cccc(C(=O)O)c2)cc1,-16.9%,-12.3%,-11.0%,10.9%,-4.6%,41.8%,4.4%,0.4,0.3%
O=[N+]([O-])c1c(NCc2ccco2)ncnc1NCc1ccco1,-20.7%,?,-1.3%,·,·,·,1.2%,-0.1,0.3%
O=C1C2C3C=CC(C4CC34)C2C(=O)N1CCc1ccccc1 (stereo not given),-9.8%,13.2%,0.4%,-11.5%,0.1%,23.4%,·,-6.8,-8.6%
COc1ccc(N2CCN(CCC(N)=O)CC2)cc1,-12.4%,-26.1%,-15.4%,-8.0%,3.0%,17.5%,-4.8%,-8.2,-18.3%
COCC(=O)OCC(=O)Nc1cc(C(C)(C)C)nn1-c1ccccc1,-11.6%,18.0%,444.8%[activator],-6.5%,-4.3%,5.0%,-6.2%,-5.9,5.8%
S=c1[nH]nc(CCc2ccccc2)n1-c1ccccc1,-13.2%,-12.2%,?,-6.6%,0.8%,42.2%,·,-10.6,-8.8%
COc1ccc(OC)c(CCNc2nccn(-c3ccc(C)c(C)c3)c2=O)c1,-16.1%,9.3%,-11.9%,-11.6%,·,29.3%,0.7%,-4.9,13.8%
CCC1CSC(Nc2ccc(C(=O)/C=C/c3ccc(OC)c(OC)c3)cc2)=N1 (stereo not given),-18.8%,-34.1%,-10.7%,-5.3%,15.1%,-1.3%,·,2.5,-7.9%
CNC(=O)c1ccc(CNC(=O)OCC(F)(F)F)cc1,-0.2%,16.3%,-23.5%,-12.8%,22.3%,11.8%,-0.1%,-7.5,-7.2%
O=C(Cc1ccccc1)Nc1ccc(N2CCN(Cc3ccccc3F)CC2)cc1,-9.7%,-7.1%,0.0%,-2.1%,-1.2%,-14.3%,-11.0%,-8.9,0.2%
COc1ccc(C(=O)NCCn2cc(SCC(=O)Nc3ccc4c(c3)OCCO4)c3ccccc32)cc1,-12.5%,-16.0%,-0.1%,2.0%,·,-0.8%,4.0%,1.6,-19.1%
COc1ccc(N2CCN(C(=O)[C@H](C)NC(=O)c3ccccc3Cl)CC2)cc1,1.6%,23.7%,-6.1%,-5.3%,17.0%,16.7%,5.2%,2.0,-7.3%
Brc1cccc(CSc2nnc(-c3ccncc3)o2)c1,-9.2%,-15.4%,-24.3%&-9.8%,-21.1%,-8.8%,35.2%,10.7%,10.0&-0.6,0.1%
CCN(CC)CC(=O)Nc1sc(C)cc1C(=O)c1ccc(C)cc1,-24.3%,-12.9%,116.8%[activator],-5.4%,11.4%,1.8%,5.8%,1.3,0.2%
COc1ccc(NC(=O)CSc2nc(-c3cccs3)cc(C(F)(F)F)c2C#N)cc1,-19.6%,-28.1%,-23.2%,-0.6%,·,16.0%,-1.8%,0.8,11.1%
CC1CCN(C(=O)COC(=O)Cn2cnc3c2c(=O)n(C)c(=O)n3C)CC1,-11.1%,8.2%,3.2%,·,25.5%,·,-0.9%,-6.2,-9.7%
O=C(Nc1ccc2oc(-c3cccnc3)nc2c1)c1ccc(-c2ccccc2)o1,?,?,?,-1.5%,·,?,-1.9%,-9.4,-38.4%
O=C(Cc1ccccc1)NCC(=O)N1CCC2(CC1)NCCc1[nH]cnc12,3.5%,-6.3%,10.8%,-0.1%,31.4%,5.5%,-3.0%,-5.5,-12.2%
O=S(=O)(c1ccc(Cl)cc1)N1CCCN(c2nc3ccc(Cl)cc3s2)CC1,-20.1%,-6.0%,130.0%[activator],10.7%,1.5%,?,4.8%,-3.1,-7.4%
Cc1cc(NC(=S)NC(=O)CC(C)C)ccc1Br,-6.7%,-15.6%,-11.4%,-14.2%,-4.8%,8.4%,2.2%,-5.9,-13.7%
COc1ccc(N(CC(=O)Nc2ccc(S(=O)(=O)N3CCCCC3)cc2)S(C)(=O)=O)cc1OC,-6.0%,-7.5%,-11.1%,-4.5%,-5.7%,3.2%,9.6%,1.8,-17.3%
CCCCCCCCC(=O)N/N=C(\C)c1ccc(O)cc1O,-25.6%,-7.8%,21.0%,?,5.7%,0.3%,0.7%,-7.4,-10.3%
COc1cc(OC)cc(-n2c(=O)c3sccc3n(Cc3c(C)cc(C)cc3C)c2=O)c1,·,1.1%,-0.2%,-5.3%,·,5.3%,-0.4%,-14.0,-17.3%
COc1cccc(C(=O)CN2C(=O)C(C)(C)Oc3ccc(C(=O)N4CCOCC4)cc32)c1,-14.0%,-38.4%,-3.6%,-5.5%,25.2%,3.3%,-17.3%,-0.5,0.0%
Cn1nc(CSc2ccccc2)c(C=O)c1Cl,-15.1%,-6.5%,6.6%,-14.7%,-3.4%,16.5%,-2.8%,-2.1,-10.4%
Cc1[nH]c(C(=O)O)c(C)c1C(=O)OC(C)C,12.7%,12.7%,-20.4%,-5.9%,10.6%,35.0%,19.2%,-4.3,3.5%
COc1ccc(C(=O)n2nnc3ccccc32)cc1Br,11.4%,-4.8%,·,-3.3%,-0.6%,-0.6%,·,0.7,-1.7%
CCN(CC)S(=O)(=O)c1ccc(N=Cc2c(C)c(C#N)c(=O)n(C)c2O)cc1,-4.0%,13.7%,-4.2%,-1.2%,2.6%,1.0%,11.4%,23.8,-8.4%
CCOc1ccc(N(CC(=O)O)S(=O)(=O)c2ccc(OC)c(OC)c2)cc1,0.9%,-11.2%,0.0%,-10.1%,-0.7%,20.7%,-4.7%,-5.9,-7.2%
O=c1n(Cc2ccccc2Cl)c2sc3c(c2c2ncnn12)CCCC3,-13.2%,-16.8%,7.7%,-14.6%,-0.4%,2.4%,-5.7%,-0.9,-22.8%
O=C(CCN1C(=O)C2C3C=CC(C3)C2C1=O)NCCc1ccccc1Cl (stereo not given),5.0%,5.8%,-8.3%,-2.1%,-4.7%,-1.4%,4.0%,-5.4,1.2%
O=C(CCCN1C(=O)/C(=C\c2cccs2)SC1=S)NNC(=O)c1ccncc1,-11.1%,-26.2%,-2.8%,-4.9%,-1.0%,?,1.4%,-10.8,-4.5%
Cn1c(=O)c2c(nc(Cl)n2CC(=O)N2CCCCC2)n(C)c1=O,-23.5%,-1.6%,?,-5.5%,2.2%,11.1%,5.5%,1.3&-3.9,3.8%
CCC(C)N(C(=O)CSc1nnc(-c2ccco2)n1C)C1CCS(=O)(=O)C1 (stereo not given),-2.6%,-0.8%,3.9%,·,1.5%,·,2.1%,-3.6,-5.6%
Cc1ccc(-n2c3nc(=O)[nH]c(=O)c-3cc3c(C)nn(-c4ccccc4)c32)cc1C,-10.5%,11.1%,0.0%,49.7%[activator],·,17.6%,-1.4%,5.2,-12.0%
O=C(Cc1cccc(C(F)(F)F)c1)Nc1ccccc1N1CCCC1,-5.0%,18.9%,0.0%,-19.0%,9.6%,16.0%,-12.7%,0.9,-16.1%
Cc1ccc(S(=O)(=O)Nc2nnc(C(C)(C)C)s2)cc1,-14.3%,-42.8%,?,-12.7%,11.1%,38.4%,-1.3%,1.1,0.3%
Cc1ccccc1OCCCC(=O)NCc1ccco1,-9.4%,-16.9%,-11.7%,-15.2%,-1.6%,-3.8%,-0.5%,-3.3,-3.7%
COc1ccc(C(=O)Nc2ccc(-c3n[nH]c(=S)o3)cc2)cc1,4.3%,-19.4%,?,12.1%,-9.6%,-15.4%,13.2%,-9.3,-8.3%
O=S(=O)(c1ccccc1)N1CCC(Oc2ccc(-n3cnnn3)cc2)CC1,-9.9%,-14.7%,39.6%[activator],-4.4%,21.1%,19.5%,-6.3%,-3.8,1.1%
C=C(C(=O)Nc1ccccc1)c1ccc(C)cc1,-8.5%,19.2%,5.1%,·,14.2%,·,1.8%,-8.7,-4.8%
CCc1ccc(CNC(=O)CSc2c3c(nc4ccc(Cl)cc24)CCCC3)cc1,0.2%,-4.5%,-22.5%,-11.6%,·,3.1%,0.6%,-4.1,8.4%
Cc1cc2c(C)nc(N/N=C/c3ccc([N+](=O)[O-])cc3)nc2o1,?,-43.5%,-16.4%,-1.1%,-4.3%,-19.1%,·,-8.6,-13.1%
C=CCn1c(Cc2ccc(OC(C)C)c(Cl)c2)nnc1SCC(N)=O,-7.7%,8.5%,-10.0%,-20.4%,-1.3%,1.7%,-3.9%,-3.5,-17.1%
